Compound activity as filed in PubChem BioAssay.
BaF3 tox: parental Ba/F3 cell viability inhibition, counter-screen for JAK2V617F inhibitor project, murine pro-B, CellTiter-Glo luminescence. CellTiter-Glo ATP luminescence. inhibition, % at 5.6 µM. 220,000 tested, 1.1% active;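 active = inhibition above a per-campaign cutoff, the mean inhibition of all tested compounds plus 3 SD, cut at about 27% in these data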;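 also: 0% = DMSO wells and 100% = JAK Inhibitor I control wells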
S1P4 agonist: S1P4 receptor agonists, primary screen, cell-based | Sphingosine 1-phosphate receptor 4 (Homo sapiens), O95977 | S1P4-expressing cell line, agonist reporter assay | activation, % at 4.98 µM | 220,000 tested, 0.35% active | AID 1509, 2009; in the data active = activation above about 11%;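 also: 0% = DMSO vehicle and 100% = reference agonist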
EP2 mod: EP2 receptor modulators, cAMP readout, primary screen, cell-based, HTRF cAMP, PGE2 stimulation; Prostaglandin E2 receptor EP2 subtype (Homo sapiens), P43116; EP2-expressing cells, cAMP HTRF FRET, PGE2 co-stimulation; induction, % at 25 µM; 260,000 tested, 0.83% active; AID 940, 2007;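 active = compounds whose cAMP rise, as percent of the full-agonist control response, exceeds 60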;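 also: rat C6 glioma line stably carrying human EP2 under a CMV promoter; the protocol text gives 20 µM as final concentration; 100% = response of wells given 1 µM PGE2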
Target sequence (P43116 whole entry, looked up): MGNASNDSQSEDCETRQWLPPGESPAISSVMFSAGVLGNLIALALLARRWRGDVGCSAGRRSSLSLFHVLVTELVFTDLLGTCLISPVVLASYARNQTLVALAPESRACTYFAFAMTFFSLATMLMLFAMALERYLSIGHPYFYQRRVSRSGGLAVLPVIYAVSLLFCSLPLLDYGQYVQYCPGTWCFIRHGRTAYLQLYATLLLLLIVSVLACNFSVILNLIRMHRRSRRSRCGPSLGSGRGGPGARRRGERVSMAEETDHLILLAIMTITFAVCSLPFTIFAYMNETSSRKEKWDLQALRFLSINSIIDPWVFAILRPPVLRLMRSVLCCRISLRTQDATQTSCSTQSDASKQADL
S1P4 antagonist: S1P4 receptor antagonists, primary screen, cell-based; S1P4-expressing cells, antagonist mode, reporter read-out; 220,000 tested, 0.26% active; Sphingosine 1-phosphate receptor 4 (Homo sapiens), O95977; inhibition, % at 4.98 µM; in the data active = inhibition above about 29%;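 also: 0% = wells stimulated with agonist and 100% = vehicle wells without agonist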
Ba/F3 V617F tox: reduced viability of JAK2V617F-dependent Ba/F3 cells, primary screen, JAK2V617F inhibitor project, cell-based, Ba/F3 EpoR-JAK2V617F, luminescence | 220,000 tested, 1.1% active | AID 1446, 2008 | inhibition, % at 5.6 µM | ATP luminescence;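 active = inhibition above the campaign mean plus 3 SD over all tested compounds, cut at about 24% in these data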;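 also: cytokine-independent growth of Ba/F3 cells driven by EpoR plus mutant JAK2; 0% = DMSO-treated cells and 100% = JAK inhibitor I control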
PERK inhibitor: block of dimerizer-induced PERK translation repression, primary screen, PERK inhibitor project, CHO PERK-DD cells, SEAP luminescence, HTS; inhibition, % at 5.6 µM; 220,000 tested, 0.17% active; AID 1416, 2008; CHO PERK-DD fusion, SEAP luminescence translation reporter;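 active = inhibition above the mean inhibition of all tested compounds plus 3 SD, set separately per screening campaign, cut at about 2.9% in these data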;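 also: PERK kinase domain activated by AP20187 dimerizer at 100 nM; 0% = DMSO with dimerizer and 100% = rapamycin at 8.4 µM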
zfTRPN1 agonist: zebrafish TRPN1 channel agonists, primary screen, cell-based, HEK293, calcium fluorescence; transient receptor potential cation channel N1 (TRPN1/NompC), Danio rerio; HEK293 zebrafish TRPN1-YFP, Fluo-8 calcium fluorescence; 100% = response to 87 µM carbachol; activation, % at 3 µM; 220,000 tested, 0.18% active; AID 1424, 2008;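 active = activation above its plate's cutoff, the mean activation of test wells on that plate plus 3 SD, cut at about 19% in these data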;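 also: 0% = DMSO alone and 100% = 87 µM carbachol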
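Material: zebrafish TRPN1-YFP in HEK293 cells; Doses: single test compound dose, 3 µM nominal, 0.3% DMSO; Timing: dye loading 1 h at 37 °C, then 30 min room temperature; Technique: intracellular calcium fluorescence with Fluo-8; Benchmarks: high carbachol 87 µM, low DMSO alone.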
TRPML3 agonist: human TRPML3 channel agonists, primary screen, cell-based, HEK293 TRPML3-YFP, Fluo-8 calcium fluorescence, 3 µM; AID 1448, 2008; 220,000 tested, 0.29% active; Mucolipin-3 (Homo sapiens), Q8TDD5; activation, % at 3 µM; 100% = the carbachol control signal;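 active = activation above its plate's cutoff, the mean activation of the plate's test wells plus 3 SD, cut at about 12% in these data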;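 also: 0% = DMSO only wells and 100% = carbachol wells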
Target sequence (Q8TDD5 whole entry, looked up): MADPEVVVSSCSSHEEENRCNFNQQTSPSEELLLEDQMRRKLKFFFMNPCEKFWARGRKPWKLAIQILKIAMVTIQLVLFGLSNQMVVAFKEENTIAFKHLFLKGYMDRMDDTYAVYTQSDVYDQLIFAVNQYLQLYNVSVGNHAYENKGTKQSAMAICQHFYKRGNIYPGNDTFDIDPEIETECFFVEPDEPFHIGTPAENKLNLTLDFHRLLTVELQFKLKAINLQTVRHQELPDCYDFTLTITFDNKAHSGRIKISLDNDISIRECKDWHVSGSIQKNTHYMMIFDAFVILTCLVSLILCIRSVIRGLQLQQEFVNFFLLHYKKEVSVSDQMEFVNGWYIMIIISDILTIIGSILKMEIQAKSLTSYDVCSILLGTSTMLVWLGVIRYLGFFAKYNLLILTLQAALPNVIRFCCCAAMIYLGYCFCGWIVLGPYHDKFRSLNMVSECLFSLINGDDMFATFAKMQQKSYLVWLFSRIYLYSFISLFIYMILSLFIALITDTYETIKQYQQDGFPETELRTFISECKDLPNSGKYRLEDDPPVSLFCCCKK
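Material: HEK293 cells stably carrying human TRPML3-YFP; compound dosing: single dose, 3 µM final nominal compound, 0.3% DMSO final; incubation: 1-h 37 °C dye load, 5-s basal, 120-s post-compound reads; technique: Fluo-8 intracellular calcium fluorescence, excitation 470-495 nm, emission 515-575 nm; read-out basis: percent activation from peak-to-basal fluorescence ratio, scaled between DMSO and carbachol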
m-calpain inh: inhibitors of pig calpain II, primary screen, biochemical, fluorogenic peptide substrate, 1536-well; purified calpain II, 30 min; inhibition, % at 16 µM; 220,000 tested, 0.37% active;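 active = inhibition above about 50%, limit read from the data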
* hit, by the source's call; i = inactive.

entry	mol	BaF3 tox	m-calpain inh	PERK inhibitor	S1P4 antagonist	TRPML3 agonist	Ba/F3 V617F tox	EP2 mod	zfTRPN1 agonist	S1P4 agonist
1	COCCn1c(Cc2ccccc2)nnc1SCC(=O)Nc1cc(C)on1	1	5	-1.0	-20	-0.4	1	29	-0.7	-3.7
2	OC(CNCc1ccccc1C(F)(F)F)C(F)(F)F (configuration not stated)	-2	0	0.3	-10	0.0	-5	-22	-0.9	-3.1
3	CCOC(=O)C1=C(CSc2nnnn2C)N(C)C(=O)NC1c1ccccc1 (configuration not stated)	2	26	-0.8	-5	0.1	0	27	1.1	-1.4
4	COc1ccc(-c2nn(-c3ccccc3)cc2/C=C(\C#N)C(N)=O)cc1[N+](=O)[O-]	-3	-40	0.3	14	0.7	-4	-9	-0.2	1.7
5	CC(C)=CCCC(C)CN1CCC(N2CCC(C(=O)N3CCOCC3)CC2)CC1 (configuration not stated)	8	-9	0.5	-10	0.8	-2	-24	1.5	0.0
6	Cc1cc(C)n(CC(O)Cn2c(C)c(C)c3ccccc32)n1 (configuration not stated)	6	-12	-1.2	13	-0.2	-1	-11	-1.6	2.0
7	CCn1nccc1C(=O)NC1=C(C#N)CCC1	1	16	0.8	-7	0.3	0	18	-0.6	-0.8
8	Cc1noc(C)c1CSc1ncnc2sc3c(c12)CCC(C)C3 (configuration not stated)	9	0	0.9	-13	0.9	0	70*	1.6	0.6
9	CCCNC(=O)CSCc1nc(-c2ccc(SC)cc2)oc1C	6	6	0.3	0	1.4	6	-56	5.5	-2.0
10	COc1ccc(NC(=O)c2ccc(=O)oc2)cc1	-1	52*	0.0	-6	0.7	-2	-12	0.1	-0.3
11	Cc1ccc(C(=O)COC(=O)CCN2C(=O)C3C4CC(C(Br)C4Br)C3C2=O)cc1 (configuration not stated)	6	6	1.3	-18	0.9	1	-17	-0.5	0.0
12	COc1ccc(N2CCN(Cc3cc(=O)oc4cc(-c5ccccc5)c(O)cc34)CC2)cc1	6	-14	0.1	7	0.9	1	-20	0.0	0.1
13	O=c1cc(-c2c(F)c(F)c(F)c(F)c2F)oc2ccccc12	9	-3	0.5	-28	-0.1	0	-14	0.7	0.0
14	O=C(O)c1cc(-n2nnnc2SCc2ccccc2F)ccc1Cl	4	-7	-0.5	-11	0.6	5	28	0.9	-1.1
15	CC(C)c1ccc(CN(C(=O)C2COc3ccccc3O2)C2CCS(=O)(=O)C2)cc1 (configuration not stated)	-1	-15	0.0	-7	0.0	-1	29	-1.1	-0.1
16	CCN(Cc1ccccc1)C(=O)C1CCN(Cc2ccc(OC)c(OC)c2OC)CC1	5	-1	-0.5	-8	0.6	-2	-6	0.6	-2.8
17	CC(C)C1Nc2c(O)cc(Cl)c([N+](=O)[O-])c2C2C=CCC21 (configuration not stated)	8	-38	0.4	-10	6.8	0	-20	14	-0.1
18	CCCNC(=S)Nc1ccc(Oc2ccccc2)cc1	1	-4	0.1	-20	0.6	-2	-44	-0.8	-2.9
19	CC(C)CC1CCCCC1OC(=O)C[N+]1(C)CCCCC1 (configuration not stated)	63*	11	0.4	2	0.5	57*	-25	0.4	1.8
20	COc1ccccc1OCCNC(=O)c1cc(SC)ccc1Cl	6	19	-0.3	-6	0.1	2	-22	-1.6	1.0
21	C/C(CCN1CCc2nc(-c3ccccc3)c(-c3ccccc3)cc2C1)=N\O[C@@H](C)c1cn([C@H](CO)Cc2ccccc2)nn1	3	-65	0.1	13	0.1	-4	1	1.5	1.2
22	CC1(C)C(=O)NCCN1C(=O)CC1C(=O)NCCN1CC(c1ccccc1)c1ccccc1 (configuration not stated)	-4	-10	1.0	2	0.7	-6	11	-1.6	1.0
23	COc1ccc(NC(=O)CC2C(=O)N(C)C(=S)N2CCc2ccc(F)cc2)cc1 (configuration not stated)	-2	-10	-0.8	6	2.3	0	3	3.2	-0.3
24	Cc1cc(OCc2cn3cccnc3n2)ccc1Cl	11	-9	-0.3	-12	-0.1	5	-28	0.8	-0.2
25	S=C(NCC1CC1)N/N=C/c1ccccc1Cl	0	15	-0.5	1	-1.6	1	-20	-3.3	1.6
26	O=C(NC(Cc1ccccc1)C(=O)O)/C(=C\c1ccco1)NC(=O)c1ccc(Br)cc1 (configuration not stated)	-1	-3	0.7	-3	0.5	-4	1	-0.3	1.6
27	Cc1cc(NC(=O)CCN2C(=O)C3C4C=CC(C4)C3C2=O)c2ccccc2n1 (configuration not stated)	2	-3	-0.8	-31	0.7	-2	1	4.6	-0.9
28	CCCS(=O)(=O)c1c(S(=O)(=O)CCC)c2ccc(C(N)=O)cn2c1C(=O)c1ccc(F)cc1	4	-19	0.5	3	-0.7	4	3	0.0	0.1
29	Cn1cccc1CC(=O)N/N=C/c1ccc(Cl)cc1	-1	-3	1.3	-9	0.7	-2	-10	0.7	-1.0
30	CC(=O)NCc1ccc(C(=O)CCl)s1	1	-31	1.0	16	0.6	0	9	-0.1	-1.1
31	CC1(C)C([N+](=O)[O-])C(c2ccccc2O)NC(c2ccccc2O)C1[N+](=O)[O-] (configuration not stated)	7	12	0.6	-8	0.8	0	-51	1.5	-1.1
32	CCOC(=O)c1cc(Sc2ccccc2N)cc(C(=O)OCC)n1	-1	24	-0.3	-2	0.9	3	-17	5.4	1.8
33	C/C(=N\NC(=O)c1c(C)nc2ccccn12)c1ccco1	3	11	0.3	-5	0.5	-2	-22	-0.2	0.5
34	COc1ccc(OC)c(S(=O)(=O)N2CCCCC2C(=O)N2CCN(c3ccccn3)CC2)c1 (configuration not stated)	5	-7	-0.8	-3	0.4	-2	32	0.5	0.4
35	CCCCOc1cccc(C(=O)N(Cc2ccco2)C2CCS(=O)(=O)C2)c1 (configuration not stated)	2	-24	-0.9	2	-0.1	-6	17	-1.6	-0.1
36	O=C(c1cc2ccccc2oc1=O)N(Cc1ccc2c(c1)OCO2)Cc1ccco1	0	28	-0.5	-7	0.2	-1	-41	-0.1	0.1
37	Cc1cccc(NS(=O)(=O)c2cc(C(=O)N3CCCC3)ccc2Cl)c1	5	1	0.7	-12	0.2	-3	-4	0.2	0.5
38	CCOC(=O)c1sc(NC(=O)CSc2nnnn2-c2ccc(C)cc2)c(C(=O)OCC)c1C	-2	4	0.6	14	0.2	-4	-7	-0.3	-0.5
39	CCOC(=O)CSC1=C(C#N)C(c2ccccc2OCC)C(C#N)C(=O)N1 (configuration not stated)	1	-58	0.2	3	-1.2	-2	13	-1.1	0.1
40	CCOC(=O)C1CCCN(Cc2cccc(Cl)c2)C1 (configuration not stated)	0	18	0.3	-11	0.6	-4	29	-0.5	-2.6
41	O=C1CC(N2CCOCC2)C(=O)N1CCc1ccccc1 (configuration not stated)	1	3	0.2	2	1.5	1	18	1.8	-1.9
42	Cn1c(NC(=O)C[n+]2cc(-c3ccc(Cl)cc3)n3c2CCC3)cc(=O)n(C)c1=O	7	-9	1.0	-19	0.9	1	34	2.4	-0.5
43	Cc1ccc(NC(=O)c2ccccc2-c2ccccc2C(=O)O)cc1	6	-16	1.1	-20	0.8	-1	50	-1.5	2.7
44	Cc1cccc(N2C(=O)C(Oc3ccc(Cl)cc3Cl)C2C(=O)O)c1C (configuration not stated)	0	-5	0.5	-26	0.9	-4	-6	0.2	-0.4
45	COc1ccc(-c2nc(-c3cccc(C)c3)no2)cc1OC	1	-14	1.0	-3	0.7	0	-66	1.5	2.4
46	c1ccc(-c2nc(NCCCn3ccnc3)c3oc4ccccc4c3n2)cc1	5	10	-1.2	3	-0.5	5	12	-0.4	0.7
47	CC1C(O)=C(c2nc3ccccc3[nH]2)C(=N)N1c1ccccc1 (configuration not stated)	3	-27	-0.4	8	0.6	-2	-56	1.7	0.1
48	CCn1nc2cc(C(=O)NCc3cc(C(F)(F)F)cc(C(F)(F)F)c3)ccc2c1OC	13	i	-0.6	-3	-1.0	16	-13	-1.1	-1.4
49	COc1ccc(S(=O)(=O)Cc2ccc(C(=O)N3CCN(c4ccc(Cl)cc4)CC3)o2)cc1	4	5	-0.8	-16	1.1	-5	-57	3.1	-1.0
50	Cc1nc(C(=O)NNC(=O)c2cccc(Cl)c2)c(C(F)(F)F)o1	-1	-9	0.1	-10	0.3	-3	7	-0.7	2.9
51	Cc1ccc(N2C(=O)C(Cl)=C(N3CCN(C)CC3)C2=O)c(C)c1	1	20	0.1	4	0.8	-6	10	0.1	1.6

Entries of single compounds as entered above:
CC1C(O)=C(c2nc3ccccc3[nH]2)C(=N)N1c1ccccc1 (configuration not stated) across the screens: BaF3 tox = 3; m-calpain inh = -27; PERK inhibitor = -0.4; S1P4 antagonist = 8; TRPML3 agonist = 0.6; Ba/F3 V617F tox = -2; EP2 mod = -56; zfTRPN1 agonist = 1.7; S1P4 agonist = 0.1
Cn1c(NC(=O)C[n+]2cc(-c3ccc(Cl)cc3)n3c2CCC3)cc(=O)n(C)c1=O across the screens: BaF3 tox = 7; m-calpain inh = -9; PERK inhibitor = 1.0; S1P4 antagonist = -19; TRPML3 agonist = 0.9; Ba/F3 V617F tox = 1; EP2 mod = 34; zfTRPN1 agonist = 2.4; S1P4 agonist = -0.5

Structures above shown as hits in EP2 mod.
| # | compound | m-calpain inh | PERK inhibitor | S1P4 antagonist | TRPML3 agonist | EP2 mod | S1P4 agonist |
| --- | --- | --- | --- | --- | --- | --- | --- |
| 8 | Cc1noc(C)c1CSc1ncnc2sc3c(c12)CCC(C)C3 (configuration not stated) | 0 | 0.9 | -13 | 0.9 | 70* | 0.6 |

By substructure: the compounds so far with a nitro group on carbon.
entry	mol	BaF3 tox	m-calpain inh	PERK inhibitor	S1P4 antagonist	TRPML3 agonist	Ba/F3 V617F tox	EP2 mod	zfTRPN1 agonist	S1P4 agonist
4	COc1ccc(-c2nn(-c3ccccc3)cc2/C=C(\C#N)C(N)=O)cc1[N+](=O)[O-]	-3	-40	0.3	14	0.7	-4	-9	-0.2	1.7
17	CC(C)C1Nc2c(O)cc(Cl)c([N+](=O)[O-])c2C2C=CCC21 (configuration not stated)	8	-38	0.4	-10	6.8	0	-20	14	-0.1
31	CC1(C)C([N+](=O)[O-])C(c2ccccc2O)NC(c2ccccc2O)C1[N+](=O)[O-] (configuration not stated)	7	12	0.6	-8	0.8	0	-51	1.5	-1.1
